# 12-hLO inh = qHTS Assay for Inhibitors of 12-hLO (12-human lipoxygenase) | purified 12-hLO, xylenol orange hydroperoxide absorbance | Potency, µM (titrated, usually from 57.1 µM), inactives show at the highest dose activity change, negative = inhibition, usual class: inhibitors | actives 0.12% (n = 150,000) | AID 1452, 2008; further: potency means the concentration at half of the fitted maximal effect; nearly all actives have a fitted effect of over 55% in size; many of its hits are not listed in these tables
#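 Lipoxygenase turnover measured by absorbance at 573 and 405 nm after Fe-XO development. Human 12hLO 150 nM, arachidonate 40 uM, pH 7.0 Hepes buffer with detergent; 15 min compound preincubation, 30 min reaction.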
# IMPase inh = qHTS Assay for Identifying the Cell-Membrane Permeable IMPase Inhibitors. Inositol monophosphatase 1 (Rattus norvegicus), P97697. CHO-M1 cells, IP1 accumulation, HTRF TR-FRET ratio. inhibition (IP1 accumulation), % at 46.1 µM. 120,000 tested, under 10 active. AID 901, 2007; active means well fitted curve in the direction sought with a large enough effect in the signal ratio, not every such curve was filed as active; inconclusive means small, poorly fitted or top-dose-only effect, or a change in a side signal; inactive means no such curve, though single readings can be large or run the other way; the % refers to the signal ratio;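 further: cells stimulated with carbachol in lithium chloride buffer; plate controls were DMSO basal wells for no effect and reference inhibitor wells for full effect; higher means more IMPase inhibition seen as more IP1 and lower FRET ratio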
#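 CHO-M1 cells (CHO stably expressing M1 receptor), compound up to 46 uM final, stimulated with carbachol (50 uM as added) in buffer with 50mM LiCl, pH 7.4, 30 min at 37C. Cytosolic IP1 read by TR-FRET; AC50 from Hill fits.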
# ALOX15B inhib = qHTS Assay for Inhibitors of 15-hLO-2 (15-human lipoxygenase 2); Polyunsaturated fatty acid lipoxygenase ALOX15B (Homo sapiens), O15296; purified 15hLO-2, xylenol orange hydroperoxide absorbance; Potency, µM (series often up to 57.1 µM), for inactives: at the top dose activity change, negative = inhibition, usual class: inhibitors; actives 0.56% (n = 110,000); AID 881, 2007; further: potency means the concentration at half of the fitted maximal effect; nearly all actives have a fitted effect of over 60% in size; many of its hits are not listed in these tables
#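 Screening format was qHTS against 50 nM purified 15hLO-2 in Hepes pH 7.5 with detergent. Activity follows hydroperoxide formation from 45 uM arachidonic acid, measured as 573:405 nm absorbance ratio of the ferric-xylenol orange complex.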
# PNC assembly inh = High Content Assay for Compounds that inhibit the Assembly of the Perinucleolar Compartment. activity change (PNC), negative = inhibition, % at 10 µM. actives 3.1% (n = 140,000). AID 2417, 2010. PC3M PTB-GFP, PNC prevalence imaging, 16 h; active compounds read low;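 active means readout at or below -70, meaning at least 70% loss of cells showing the perinucleolar compartment, a nuclear body marking cancer cells; inconclusive means readout between -30 and a set limit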;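 further: plate controls were DMSO wells for no effect and camptothecin positive control wells for full effect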
#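 Read-out is percentage of cells bearing a perinucleolar compartment, from automated 20x imaging of fixed, Hoechst-stained PC3M PTB-GFP cells. Cells were seeded 4 h, then exposed 16 h to compound (23 nl of library stock) in duplicate plates.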
# * = called active by the depositor; ? = inconclusive; . = not tested or not shown. Unless noted, the call rests on the fitted dose curve; in most records, active means well fitted curve in the direction sought with a large enough effect; inconclusive means small, poorly fitted or top-dose-only effect, or another doubt; inactive means no such curve, though single readings can be large; an effect the other way counts as inactive or inconclusive. Unless noted, on the % scale 0 is the no-effect control and ±100 the full control effect. A portion of the library; count on the stated rates, not on these rows.
# Short keys – A = 12-hLO inh; B = IMPase inh; C = ALOX15B inhib; D = PNC assembly inh
Cc1nc2nc(SCC(=O)N3CCC4(CC3)OCCO4)nn2c(C)c1Cc1ccccc1
  A: 3% | B: -3 | C: -3% | D: ?

CCCCCCC(C)(C)c1ccc([C@@H]2C[C@H](O)CC[C@@H]2CCCO)c(O)c1
  A: -16% | B: -3 | C: -7% | D: .

O=c1[nH]c(N2CCN(Cc3ccc4c(c3)OCO4)CC2)nc2c1CCC2
  A: 2% | B: 7 | C: 0% | D: 19

N=Cc1c(O)n(-c2ccc(C34CC5CC(CC(C5)C3)C4)cc2)c(=O)[nH]c1=O
  A: -1% | B: . | C: . | D: 38

COc1ccc(CCNCc2ccccc2F)cc1OC
  A: 1% | B: 9 | C: . | D: ?

CC12CN3CC(C)(CN(C1)C3c1cccs1)C2O (centres undefined)
  A: 2% | B: 6 | C: -4% | D: -107*

CCN(CCCl)Cc1ccccc1Br
  A: 2% | B: 6 | C: -8% | D: .

CCn1c(O)c(/C=N/N2CCOCC2)c(=O)n(CC)c1=S
  A: 1% | B: . | C: . | D: ?

Cn1c(O)c(C(=O)c2ccccc2F)c(=O)n(C)c1=O
  A: 4% | B: 2 | C: 0% | D: 24

CCOC(=O)N1CCC(NC(=O)CCc2nc(C3=CCN(C)CC3)no2)CC1
  A: -1% | B: 5 | C: 6% | D: 72

# 2 compounds picked at random from the list so far:
# Short keys – A = 12-hLO inh; B = IMPase inh; C = ALOX15B inhib; D = PNC assembly inh
CCCCCCC(C)(C)c1ccc([C@@H]2C[C@H](O)CC[C@@H]2CCCO)c(O)c1
  A: -16% | B: -3 | C: -7% | D: .

CCn1c(O)c(/C=N/N2CCOCC2)c(=O)n(CC)c1=S
  A: 1% | B: . | C: . | D: ?

# A portion taken from the entries so far:
# Short keys – A = 12-hLO inh; B = IMPase inh; C = ALOX15B inhib; D = PNC assembly inh
CCCCCCC(C)(C)c1ccc([C@@H]2C[C@H](O)CC[C@@H]2CCCO)c(O)c1
  A: -16% | B: -3 | C: -7% | D: .

O=c1[nH]c(N2CCN(Cc3ccc4c(c3)OCO4)CC2)nc2c1CCC2
  A: 2% | B: 7 | C: 0% | D: 19

N=Cc1c(O)n(-c2ccc(C34CC5CC(CC(C5)C3)C4)cc2)c(=O)[nH]c1=O
  A: -1% | B: . | C: . | D: 38

COc1ccc(CCNCc2ccccc2F)cc1OC
  A: 1% | B: 9 | C: . | D: ?

CC12CN3CC(C)(CN(C1)C3c1cccs1)C2O (centres undefined)
  A: 2% | B: 6 | C: -4% | D: -107*

CCN(CCCl)Cc1ccccc1Br
  A: 2% | B: 6 | C: -8% | D: .

CCn1c(O)c(/C=N/N2CCOCC2)c(=O)n(CC)c1=S
  A: 1% | B: . | C: . | D: ?

Cn1c(O)c(C(=O)c2ccccc2F)c(=O)n(C)c1=O
  A: 4% | B: 2 | C: 0% | D: 24

CCOC(=O)N1CCC(NC(=O)CCc2nc(C3=CCN(C)CC3)no2)CC1
  A: -1% | B: 5 | C: 6% | D: 72

# Screens as filed in PubChem BioAssay.
